# Bioassay records from PubChem.
# CCR6 antagonist – CCR6 receptor antagonists, primary screen, cell-based, CHO-K1, luminescence, beta-arrestin, uHTS; C-C chemokine receptor type 6 (Homo sapiens), P51684; CHO-K1 CCR6 PathHunter beta-arrestin, CCL20-stimulated; inhibition, % at 20 µM; hit rate 0.49% among 340,000;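 active means compounds whose inhibition of the agonist-driven luminescence signal at 20 µM reaches about 50%, limit read from the data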;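 further: cells stimulated with CCL20 at 14 nM final; plate controls were DMSO with CCL20 for no effect and DMSO without agonist for full effect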
# Target sequence (P51684 whole entry, looked up): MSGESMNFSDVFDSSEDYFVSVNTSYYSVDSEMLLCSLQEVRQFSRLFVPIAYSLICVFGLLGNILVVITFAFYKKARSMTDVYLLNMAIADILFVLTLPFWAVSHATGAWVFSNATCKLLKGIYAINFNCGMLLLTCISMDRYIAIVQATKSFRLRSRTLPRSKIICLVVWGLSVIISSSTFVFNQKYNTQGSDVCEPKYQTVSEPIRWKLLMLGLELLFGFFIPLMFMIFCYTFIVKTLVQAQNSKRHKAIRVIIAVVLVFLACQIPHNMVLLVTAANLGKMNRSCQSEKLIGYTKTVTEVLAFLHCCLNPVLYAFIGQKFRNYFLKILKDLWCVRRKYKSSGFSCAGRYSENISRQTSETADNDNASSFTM
# MPTP inh – mitochondrial permeability transition pore inhibitors, primary screen, biochemical, isolated mouse mitochondria, absorbance; Ca2+ swelling absorbance, 30 min; inhibition, % at 10 µM; hit rate 1.4% among 360,000;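 active means inhibition of 50% or more, scaled per plate between neutral and stimulator controls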;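 further: 0% = DMSO wells given calcium and 100% = 1 mM EGTA wells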
# APOBEC3G inh – APOBEC3G DNA deaminase inhibitors, primary screen, biochemical, fluorescence, single-stranded DNA substrate, uHTS | DNA dC->dU-editing enzyme APOBEC-3G (Homo sapiens), Q9HC16 | recombinant A3G, ssDNA deamination FAM/TAMRA fluorescence | inhibition, % at 20 µM | hit rate 0.28% among 330,000;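 active means inhibition of at least 40% at 20 µM, with no more than 30% in the related APOBEC3A deaminase screen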;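 further: plate controls were DMSO wells with A3G for no effect and wells lacking A3G enzyme for full effect; some compounds called inactive have numbers as strong as hits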
# Target sequence (Q9HC16 whole entry, looked up): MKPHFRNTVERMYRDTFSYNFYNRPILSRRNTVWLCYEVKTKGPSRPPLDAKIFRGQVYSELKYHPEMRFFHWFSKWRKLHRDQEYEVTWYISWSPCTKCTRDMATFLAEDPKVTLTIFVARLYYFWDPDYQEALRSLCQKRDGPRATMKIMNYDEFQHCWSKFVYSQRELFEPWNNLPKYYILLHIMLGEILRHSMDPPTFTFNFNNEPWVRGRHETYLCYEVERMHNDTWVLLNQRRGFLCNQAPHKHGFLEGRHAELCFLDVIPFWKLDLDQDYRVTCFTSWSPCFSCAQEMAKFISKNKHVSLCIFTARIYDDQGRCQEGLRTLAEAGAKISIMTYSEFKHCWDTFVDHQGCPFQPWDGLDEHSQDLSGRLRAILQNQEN
# A3A deaminase – APOBEC3A ssDNA deaminase inhibitors, primary screen, selectivity assay for APOBEC3G inhibitor project, biochemical, FAM/TAMRA oligo cleavage fluorescence; DNA dC->dU-editing enzyme APOBEC-3A (Homo sapiens), P31941; recombinant A3A, FAM/TAMRA ssDNA deamination fluorescence; inhibition, % at 20 µM; hit rate 0.41% among 330,000; AID 493011, 2011;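 active means at least 40% inhibition at 20 µM here, with at most 30% in a related deaminase screen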;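 further: plate controls were A3A with DMSO for no effect and wells lacking A3A enzyme for full effect; some results filed as inactive read as strong as hits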
# Target sequence (P31941 whole entry, looked up): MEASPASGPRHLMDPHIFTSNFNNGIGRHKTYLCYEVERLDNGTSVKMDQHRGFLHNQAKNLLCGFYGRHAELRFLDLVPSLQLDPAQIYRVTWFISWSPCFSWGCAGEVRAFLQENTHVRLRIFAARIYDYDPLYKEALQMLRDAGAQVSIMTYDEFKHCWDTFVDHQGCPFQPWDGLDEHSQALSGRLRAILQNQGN
# Gli-Sufu block – Gli-Sufu pathway antagonists, primary screen, luciferase luminescence, Sufu-KO-LIGHT cells, uHTS; Sufu-KO-LIGHT fibroblasts, Gli luciferase reporter luminescence; inhibition, % at 5 µM; hit rate 0.74% among 340,000;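 active means inhibition above about 55%, limit read from the data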;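 further: 0% = DMSO-treated cells and 100% = wells with medium but no cells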
# EBI2 antag – EBI2 receptor antagonists, beta-arrestin recruitment, primary screen, cell-based, luminescence, 7a,25-OHC stimulation, uHTS; 7a,25-OHC stimulated; hit rate 0.81% among 360,000; inhibition, % at 5 µM; AID 651636, 2012; in the data active means inhibition above about 38%;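 further: enzyme fragment complementation signal reports receptor beta-arrestin coupling in cells; 0% = agonist plus DMSO wells and 100% = wells without agonist; some results beyond the cut were filed as inactive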
# GRIN3A LBD mod – binders of NR3A ligand-binding domain, primary screen, biophysical, differential scanning fluorimetry, uHTS. Glutamate receptor ionotropic, NMDA 3A (GRIN3A) ligand-binding domain. NR3A LBD differential scanning fluorimetry, Tm shift; 0% = protein alone, 100% = glycine-bound protein. Tm shift relative to glycine control, % at 25 µM. hit rate 2.5% among 340,000. AID 1259313, 2017;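 active means melting temperature shift of at least 10% of the positive control shift, at one fixed dose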
# CXCR6 inh – CXCR6 receptor inhibitors, primary screen, cell-based, beta-arrestin, luminescence, CHO-K1 PathHunter, 1536-well | C-X-C chemokine receptor type 6 (Homo sapiens), O00574 | inhibition, % at 20 µM | hit rate 0.36% among 360,000; in the data active means inhibition above about 34%, passing the limit was not always enough;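 further: antagonist mode with CXCL16 agonist at 10 nM final; 0% = 10 nM CXCL16 with DMSO and 100% = unstimulated wells without agonist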
# * = called active by the depositor; . = not tested or not shown.
SMILES,CCR6 antagonist,MPTP inh,APOBEC3G inh,A3A deaminase,Gli-Sufu block,EBI2 antag,GRIN3A LBD mod,CXCR6 inh
O=c1c(Cc2ccc(F)cc2)c(O)ccn1CC1CCCO1 (centres undefined),-1.4,-1.1,-8.8,-1.1,1.6,-2.5,0.0,-9.0
COc1ccccc1CNC(=O)CCCc1cn(C)c2ccccc12,17.4,-0.4,-3.9,0.1,25.4,7.9,2.4,4.2
CC(C)Sc1nc2ccccc2c(=O)[nH]1,-6.6,-0.2,-2.2,-1.1,3.3,3.3,-0.4,-5.1
O=C(CSc1nnc(NC(=O)Cc2ccc(F)cc2)s1)NCc1ccco1,6.3,0.6,-2.6,-0.3,-12.6,3.4,0.1,-2.2
Cc1cc(C(=O)OCC(=O)NC2CCC(C)CC2)c(C)o1 (centres undefined),9.9,-1.3,-0.9,-0.2,-9.2,-9.1,-0.1,-1.9
O=C(O)c1ccccc1CSC1=NCCS1,-1.4,0.4,-4.1,3.2,1.4,-7.8,-0.8,-4.3
COc1cc(/C=C(\C#N)c2ccccn2)ccc1OCC(=O)Nc1c(Cl)cccc1Cl,7.9,2.0,.,.,-2.6,7.8,-0.5,-6.6
COc1cccc(-c2[nH]nc3c2C(c2ccoc2)C(C#N)=C(N)O3)c1 (centres undefined),-2.5,4.6,4.1,11.5,3.0,-5.2,-3.8,0.8
COc1ccccc1N1CCN(C(=O)c2cccc(S(=O)(=O)N3CCCCCC3)c2)CC1,4.5,-0.6,-5.6,-1.5,3.9,12.2,1.7,-3.2
Cc1cc[n+](CC(=O)c2ccccc2)c2ccccc12,4.7,0.4,-3.3,-0.9,-3.5,-8.4,1.7,4.5
O=C(NC1CCN(Cc2ccccc2)CC1)C1CCN(S(=O)(=O)c2ccccc2)CC1,1.2,0.3,-14.0,-4.3,-6.7,-6.5,0.6,2.1
O=C(O)c1ccc(NS(=O)(=O)c2cc(Cl)sc2Cl)cc1,11.4,0.7,-7.2,2.7,-14.9,7.9,0.2,6.2
Cc1ccc(C(=O)COC(=O)c2cccc(NC(=O)c3ccc([N+](=O)[O-])cc3[N+](=O)[O-])c2)cc1,21.1,12.4,-2.4,-1.6,-52.5,24.8,1.0,-0.8
CC(=O)c1ccc(NC(=O)CCS(=O)(=O)c2ccc3c(c2)n(C)c(=O)c(=O)n3C)cc1,5.7,-2.5,-3.7,3.6,0.7,-1.6,1.7,-0.9
COc1cc(Br)cc2cc(C(=O)OC3CCN(C)CC3)c(=O)oc12,3.1,0.2,-2.4,0.9,4.8,-18.4,0.9,-7.8
CCOCCc1nn2c(=O)cc(CSCC(=O)Nc3cccc(C)c3C)nc2s1,11.6,1.4,-7.2,-6.2,2.7,-10.3,-1.9,4.9
OCCCNc1ncnc2sc3c(c12)CCN(Cc1ccccc1)C3,-5.0,-0.6,-8.2,-1.8,5.6,1.1,0.3,-29.1
CCOC(=O)c1c(C)nc2c(c1-c1cc(OC)c(OC)c(OC)c1)C(=O)c1ccccc1-2,0.2,5.8,-4.3,-2.6,9.6,11.4,-0.4,-5.9
O=C(CCNS(=O)(=O)c1cccc2nsnc12)NC1CCN(Cc2ccccc2)CC1,2.4,-0.2,3.0,12.3,2.8,-3.1,1.7,4.8
Cc1ccc(OCCOCCn2ccnc2)c(Br)c1,-9.0,-4.2,-1.8,0.6,2.2,-1.4,-3.4,2.9
COc1ccc(-c2cc3onc(-c4c(Cl)cccc4Cl)c3c(=O)n2C)cc1,10.2,2.1,-2.8,-3.0,-6.7,25.6,-4.0,-4.0
CCC(C)NS(=O)(=O)c1ccc(OCC(=O)Nc2ccc3c(c2)OCO3)cc1 (centres undefined),5.4,-0.3,-3.7,0.1,9.7,6.8,.,-1.7
CCNC(=S)NNC(=O)c1cc(-c2cccc(C)c2)nc2ccccc12,14.6,4.9,-10.3,-10.7,-44.0,0.1,-1.6,7.1
O=S(=O)(Nc1ccccc1)c1ccc(NS(=O)(=O)c2cccs2)cc1,9.8,-0.1,-11.0,-2.6,-5.0,-5.4,-9.1,2.9
COc1ccc(CNC(=O)Nc2ccc(C)c(C)c2)cc1,4.9,0.6,17.3,0.9,-12.0,7.3,-4.9,-3.3
CCC(C(=O)O)P(=O)(c1ccc(Cl)cc1)c1ccc(Cl)cc1 (centres undefined),1.4,-1.9,0.1,-0.1,-0.6,-2.4,1.0,3.9
O=C(OC(C(=O)NCc1ccco1)c1ccc(Cl)cc1)c1cccs1 (centres undefined),14.1,-0.1,-4.5,6.0,-6.8,11.9,1.8,1.6
CCOc1ccc(C(C)=O)cc1N1C(=O)C2C(C1=O)C1C=CC2C12CC2 (centres undefined),-5.7,0.4,-6.1,-0.9,3.7,-7.9,-1.0,3.7
CCCC(c1nnnn1C(C)(C)CC)N(Cc1ccco1)Cc1cc2ccc(OC)cc2[nH]c1=O (centres undefined),9.1,-2.0,.,.,10.5,10.5,-5.8,2.8
Cc1c(C(=O)O)cccc1-n1c(C)cc(/C=N/NC(=O)c2cc3ccccc3o2)c1C,8.7,-2.6,4.8,2.7,-8.4,7.8,-0.4,5.2
CN1CCN(C(=S)Nc2ccc(Cl)c(Cl)c2)CC1,-12.0,-1.1,-5.7,-5.0,34.3,-3.8,12.6*,1.8
Cc1nn(-c2ccccc2)c(C)c1NC(=O)COC(=O)c1ccc(O)cc1O,-8.5,2.4,-4.1,1.7,6.3,-0.7,0.7,-9.9
CN(CCc1ccccc1)C(=O)c1ccc(NC(=O)Cc2ccc(NC(=O)C3CCCN(C(=O)C4CCCC4)C3)cc2)cc1 (centres undefined),8.9,2.6,.,.,-0.7,-5.5,-2.6,-7.6
O=C(Nc1nc2cc3c(cc2s1)OCO3)c1ccc(N2C(=O)CCC2=O)cc1,6.8,1.3,-4.7,-4.6,-1.7,-7.2,-5.0,-9.5
COc1ccccc1NC(=O)Nc1ccccc1N1CCOCC1,-12.3,1.2,-3.9,-1.1,6.2,-3.3,-3.5,4.1
Cn1c(=O)c(=O)n(C)c2cc(S(=O)(=O)CCC(=O)NCc3ccccc3)ccc21,12.2,1.3,5.2,4.6,1.4,2.0,-2.7,-0.1
c1ccc(CC(Nc2ccccn2)c2ccccc2)cc1 (centres undefined),19.0,-3.1,-0.3,-4.6,-2.3,-2.2,-2.2,-5.8
Cc1ccc(NCc2nnc(SCC(=O)Nc3nnc(C)s3)n2C)cc1,17.0,0.0,-4.2,-2.7,3.4,-10.8,-0.4,-13.0
Cc1nc(N)sc1C(=O)N/N=C/c1cccnc1,6.9,-1.5,-1.0,0.7,15.9,-4.3,-0.4,-8.9
Cc1cc(C)c(NS(=O)(=O)c2c(C)noc2C)c(C)c1,14.1,0.7,-2.4,0.7,-1.4,-0.9,0.3,-3.8
Cc1ccc(S(=O)(=O)N2CCN(C(=O)COc3ccc(Br)cc3)CC2)cc1,27.5,-1.5,-1.0,0.3,3.9,93.6*,2.5,-5.6
COc1cccc(Cn2cc(/C=N/NC(=O)c3cc(O)cc(O)c3)c3ccccc32)c1,15.2,-0.9,-6.5,-3.6,-7.2,-10.1,15.4*,-3.4
CCOC(=O)COc1ccc(N)cc1CC(NC(C)=O)(C(=O)OCC)C(=O)OCC,12.4,-0.1,-5.9,-7.2,-0.6,-17.5,-2.4,0.3
O=C(NC(=S)N1CCN(c2ccccc2)CC1)c1ccco1,3.1,-1.2,-8.5,-6.2,-2.6,-10.7,1.7,-0.5
CCOC(=O)C(C)Sc1ccc2nnc(-c3ccc(F)cc3)n2n1 (centres undefined),-5.5,-0.7,-3.7,-7.3,12.8,0.8,0.3,1.7
Cc1ccc(C(C)C)cc1S(=O)(=O)Nc1cccnc1,-12.8,2.5,-3.5,-5.0,17.8,1.9,1.4,-3.8
O=C1NC(=S)N/C1=C\c1ccc(Oc2ccc(C(F)(F)F)cc2[N+](=O)[O-])c(Cl)c1,-4.4,0.4,-4.2,1.0,-4.0,3.7,-0.9,-1.0
COC(=O)C1CCCN1C(=O)c1cccs1 (centres undefined),8.7,-1.1,-6.9,-2.6,-12.0,-13.4,1.0,-2.6
O=C(NC(CO)Cc1ccccc1)c1ccccc1 (centres undefined),2.6,1.3,-4.8,2.2,-5.7,-0.3,0.7,1.7
COc1cccc(-n2nc(C(N)=O)c(O)cc2=O)c1,-0.6,-1.0,-3.2,-0.3,1.3,0.5,-0.2,3.1
O=C(CN1CCC(NC(=O)c2ccccc2F)CC1)Nc1ccc2c(c1)OCCO2,3.3,1.2,-9.4,6.4,-0.9,-4.6,-1.3,-2.1
O=C(CCN1C(=O)c2ccncc2C1=O)NCc1ccc(Cl)cc1,-5.7,-4.6,1.0,-0.7,-5.2,5.3,-0.9,-5.9
CCc1ccccc1N(CC(=O)NCC1CCCO1)C(=O)CCC(=O)Nc1nccs1 (centres undefined),-10.1,0.7,-2.8,0.9,0.1,1.2,-2.8,12.6
COc1ccc([C@H]2CC(=O)C=C(c3ccc(CNC(=O)OC(C)(C)C)cc3)C2)cc1,9.8,70.9*,-7.9,-1.6,10.5,11.1,2.7,-6.6
OCC1CCN(Cc2cn(Cc3ccccc3)nc2-c2cc3ccccc3o2)CC1,4.2,52.1*,-11.6,0.0,-26.1,1.6,-0.9,-2.7
CN(C(=O)COC(=O)c1cc(S(=O)(=O)N2CCCCC2)ccc1Cl)c1ccccc1,7.7,-1.6,-9.3,-5.3,5.6,3.2,1.1,-0.2
O=C(NCC1CCCO1)c1cn(Cc2ccccc2Cl)nc1-c1ccccc1 (centres undefined),7.4,0.4,-3.0,0.9,-3.8,6.3,-2.2,-10.5
CC(=O)NC1C(=O)N=C(SCc2ccccc2)NC1=O (centres undefined),-14.4,0.5,-7.6,-5.5,-3.1,-3.7,2.4,2.3
COC(=O)CC(NC(=O)c1ccc(C)cc1)c1ccc2c(c1)OCO2 (centres undefined),12.1,-1.1,-4.3,-0.5,-6.8,-0.6,-0.9,8.6
C=CCOc1ccc(C(=O)N(Cc2ccc(N(C)C)cc2)C2CCS(=O)(=O)C2)cc1 (centres undefined),8.8,-0.9,-1.1,0.4,-8.1,4.4,-2.6,4.7
CC(C)(C)N(Cc1ccccc1)C(=O)CN1C(=O)NC2(CCCCCC2)C1=O,3.7,-0.8,-5.3,-3.0,-2.8,2.0,0.2,2.9
CCOCC(=O)Nc1ccc2c(c1)N(S(=O)(=O)c1cccs1)CCC2,6.8,0.0,-4.3,-2.0,-9.7,-3.9,1.0,7.3

# Three of the entries above in order of the CXCR6 inh value, rising.
Compound | CXCR6 inh
Cc1ccc(C(C)C)cc1S(=O)(=O)Nc1cccnc1 | -3.8
COC(=O)C1CCCN1C(=O)c1cccs1 (centres undefined) | -2.6
C=CCOc1ccc(C(=O)N(Cc2ccc(N(C)C)cc2)C2CCS(=O)(=O)C2)cc1 (centres undefined) | 4.7

# Quoted from the listing:
# MPTP inh result of `Cc1cc(C(=O)OCC(=O)NC2CCC(C)CC2)c(C)o1` (centres undefined) : -1.3
# CCR6 antagonist result of `CC(C)(C)N(Cc1ccccc1)C(=O)CN1C(=O)NC2(CCCCCC2)C1=O` : 3.7
# APOBEC3G inh result of `Cc1ccc(S(=O)(=O)N2CCN(C(=O)COc3ccc(Br)cc3)CC2)cc1` : -1.0
